Pf growth 48h = inhibits P. falciparum growth in the first generation, 48 h; P. falciparum luciferase growth in erythrocytes, 48 h; hit rate 5.9% among 310,000; Potency, µM (highest dose often 28.7 µM), without a hit: at the top dose activity change, negative = inhibition, most hits filed as inhibitors; note: potency is the fitted concentration of half-maximal effect; % is set by controls: 0 for no effect and ±100 for the full control effect
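In quantitative HTS format, infected erythrocytes bearing luciferase-reporter parasites were treated for a single generation at 37 C. Luminescence after adding detection reagent served as the growth measure.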
Tb PYK inh = blocks Trypanosoma brucei pyruvate kinase. Q57TT1. TbPYK enzyme, Kinase-Glo Plus ATP luminescence, 45 min. Potency, µM (series often up to 76.8 µM), without a hit: top-dose activity, negative = inhibition, usual class: inhibitors. hit rate 0.12% among 410,000. AID 624173; note: potency is the fitted concentration of half-maximal effect; % is set by controls: 0 for no effect and ±100 for the full control effect; nearly all actives have a fitted effect of over 50% in size
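ADP (130 uM final) triggers the TbPYK reaction after compound addition; incubation is 45 min at room temperature. Kinase-Glo Plus is then added and luminescence imaged. Normalized data are fitted to concentration-effect curves.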
Pf growth 96h = inhibits malaria parasite growth, 96 h. hit rate 6.9% among 320,000. AID 504834. Potency, µM (top dose mostly 28.7 µM), inactives show top-dose activity change, negative = inhibition, actives largely listed as inhibitors. P. falciparum luciferase reporter growth, 96 h; note: potency is the fitted concentration of half-maximal effect; % is set by controls: 0 for no effect and ±100 for the full control effect
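P. falciparum expressing integrated firefly luciferase, in erythrocytes at 2% hematocrit, 0.05% parasitemia, incubated with compounds 96 h at 37 C, 5% CO2. Growth inhibition read as loss of luminescence; two-generation exposure targets delayed-death apicoplast inhibitors.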
HCV inhibitor = HCV inhibition; Huh7.5.1 HCVcc-Cre infection, luciferase reporter, 44 h; Potency, µM (highest dose often 41.8 µM), inactives show at the highest dose activity change, negative = inhibition, actives largely listed as inhibitors; hit rate 3.4% among 340,000; AID 651820; note: potency is the fitted concentration of half-maximal effect; % is set by controls: 0 for no effect and ±100 for the full control effect
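Whole-lifecycle infectious HCVcc-Cre system; cells 1,000/well, compound then virus (~0.5 moi) added 4 h after plating, 44 h culture. Luciferase read 15 sec following 15 min substrate incubation, room temp.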
LmPK inh = LmPK (Leishmania mexicana) enzyme inhibition; AID 1721; Potency, µM (titrated, usually from 57.5 µM), for inactives: at the top dose activity change, negative = inhibition, hits mostly inhibitors; purified LmPK, Kinase-Glo ATP luminescence, 1 h; hit rate 0.37% among 290,000; note: potency is the fitted concentration of half-maximal effect; % is set by controls: 0 for no effect and ±100 for the full control effect
Target sequence (Q27686 whole entry, looked up): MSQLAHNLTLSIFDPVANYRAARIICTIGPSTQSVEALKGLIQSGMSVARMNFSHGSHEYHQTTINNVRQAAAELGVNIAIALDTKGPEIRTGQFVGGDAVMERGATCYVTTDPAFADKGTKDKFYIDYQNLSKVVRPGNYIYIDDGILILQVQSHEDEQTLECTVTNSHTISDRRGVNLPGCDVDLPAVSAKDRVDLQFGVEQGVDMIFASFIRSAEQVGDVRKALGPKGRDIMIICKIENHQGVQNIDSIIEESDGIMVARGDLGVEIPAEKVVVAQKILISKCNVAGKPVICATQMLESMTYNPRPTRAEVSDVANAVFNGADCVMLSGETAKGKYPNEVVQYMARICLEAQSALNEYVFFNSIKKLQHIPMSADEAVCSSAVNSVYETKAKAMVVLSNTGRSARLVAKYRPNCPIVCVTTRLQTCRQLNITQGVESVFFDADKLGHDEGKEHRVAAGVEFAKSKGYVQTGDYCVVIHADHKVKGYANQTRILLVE
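In 50 mM imidazole pH 7.2 with 7 mM MgCl2, LmPK (0.1 nM) turned over PEP (0.5 mM) and ADP (0.1 mM) for 1 h at room temperature. Luciferase read-out of ATP.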
Shiga inhibitor = inhibitors of Shiga toxin in Vero cells; hit rate 9.2% among 290,000; Vero cells, Shiga toxin protein synthesis inhibition reporter; inhibition, % at 38.7 µM; AID 2315; in the data active = inhibition mostly above about 28%, no sharp cut-off; inactive = mostly below about 43%; note: 0% is about no effect
CHX counter = affects cycloheximide protein synthesis inhibition readout, counter-screen; max response, %; cell reporter, cycloheximide protein synthesis inhibition counterscreen; hit rate 12% among 300,000; in the data active = max response mostly above about 13%, no sharp cut-off; inactive = mostly below about 14%; note: read at 38.3 µM for the half of the compounds with a filed dose; 0% is about no effect
The depositor's hits bear a star; ? = inconclusive; / = no result given; + = active, no number; & = joins results of further samples; [ ] = another dose, or the depositor's remark. Unless noted, calls come from the whole dose curve; as a rule, active = well fitted curve in the direction sought with a large enough effect; inconclusive = small, poorly fitted or top-dose-only effect, or another doubt; inactive = no such curve, though single readings can be large; an effect the other way counts as inactive or inconclusive.

1. COCCCn1cc(C(=O)c2cc(OC)ccc2OCC(=O)Nc2cc(C)on2)cc(C#N)c1=O
2. COc1ccccc1CNC(=O)C12CC3CC(CC(C3)C1)C2
3. CCOC(=O)C1CCN(c2c([N+](=O)[O-])c(C(Cl)Cl)nn2-c2ccccc2)CC1
4. O=C1NNC(c2ccccc2)=N/C1=C\c1ccccc1Cl
5. NS(=O)(=O)c1ccc(NC(=O)CN2CCc3ccccc3C2)cc1
6. O=C1CC2(CCCC2)CC(=O)N1CCCCN1CCN(c2ncccn2)CC1
7. Cc1ccc(OC(=O)Cn2c(C(F)(F)F)nc3ccccc32)cc1
8. COc1ccc(/C=N/NC(=O)c2cccc(Br)c2)cc1CN1CCOCC1
entry no.	1	2	3	4	5	6	7	8
Shiga inhibitor	22	2	-2	4	4	-16	-21	18
CHX counter	11	-2	4	4	-4	-2	-5	19*
HCV inhibitor	?	-22%	-25%	8%	-5%	?	19%	12%
Pf growth 96h	/	147%[activator]	?	?	5%	?	68%[activator]	20%
Tb PYK inh	-5%	-1%	-1%	-2%	-23%	-2%&-7%	4%	-1%
LmPK inh	-11%	0%	1%	-12%	5%	0%	-4%	0%
Pf growth 48h	4%	24%	?	?	10%	-24%&-11%	32%[activator]	-11%

9. O=[N+]([O-])c1ccc(/C=[N+](\[O-])[C@@H]2CCCC[C@@H]2/[N+]([O-])=C/c2ccc([N+](=O)[O-])o2)o1
10. CCCN(CCC)S(=O)(=O)c1ccc(C(=O)Nc2nnc(-c3cccc(OC)c3)o2)cc1
11. CCOc1ccccc1NC(=S)N1CCC(NC(=O)C(C)(C)C)CC1
12. COc1ccc(Br)cc1CNC(=O)Cc1cccs1
13. Cc1ccc(CCNC(=O)c2cc(S(=O)(=O)N3CCCCC3)c[nH]2)cc1
14. CCC(CO)n1c(=S)[nH]c2cc(OC)c(OC)cc2c1=O (configuration not stated)
15. Cc1c2cnn(CC(=O)N3CCC4(CC3)OCCO4)c(=O)c2c(C)n1Cc1ccccc1
16. O=[N+]([O-])c1cc(/C=N/N2CCN(c3ccccc3)CC2)ccc1Cl
entry no.	9	10	11	12	13	14	15	16
Shiga inhibitor	17	-10	-6	6	-5	23	-14	33
CHX counter	7	-5	7	21*	0	12	-2	5
HCV inhibitor	?	?	7%	6%	-29%	-1%	0%	-13%
Pf growth 96h	?	4%	12%	-14%	61%[activator]	65%[activator]	3%	?
Tb PYK inh	4%	-5%	4%	-6%	1%	-20%	6%	2%
LmPK inh	6%	3%	7%	-3%	-4%	-3%	-9%	-6%
Pf growth 48h	-3%[0.00184 µM]	?	-3%	11%	?	9%	-6%	46%[activator]

17. CCOC(=O)N/N=C(\CCC(=O)O)c1cccs1
18. Cn1c(Cc2ccc3c(c2)OCO3)nnc1SCC(=O)NC1CCCC1
19. Cc1snc(SCC(=O)N/N=C(\N)COc2cccc(C(F)(F)F)c2)c1C#N
20. CCc1noc(C)c1C(=O)NNC(=O)COc1ccc(Br)cc1
21. Cc1ccc(N2C(=O)SC(N(CC(=O)O)c3ccc(C)cc3)C2=O)cc1 (configuration not stated)
22. Cc1ccc(C)c(NC(=O)C2CCCN2S(=O)(=O)c2ccc3c(c2)n(C)c(=O)c(=O)n3C)c1 (configuration not stated)
23. Cc1cc(C)nc(NC(=O)C(C)C)n1
24. O=C(O)[C@@H](O)[C@@H](O)[C@H](O)C(=O)CO
entry no.	17	18	19	20	21	22	23	24
Shiga inhibitor	35*	4	-14	5	22	-23	58	/
CHX counter	17*	13	-5	-2	5	-9	-2	/
HCV inhibitor	-2%	/	-22%	5%	9%	7%	4%	/
Pf growth 96h	24%	-19%	40%[activator]	32%[activator]	101%[activator]	?	7%	12%
Tb PYK inh	8%	/	0%	0%	0%	4%&-3%	2%	0%
LmPK inh	-1%	-5%	3%	-3%	9%	2%	-6%	/
Pf growth 48h	4%	3%	46%[activator]	?	37%[activator]	5%	4%	-1%

25. COc1ccc2ccccc2c1/C=N\n1c(C)cc(C)c(C(N)=O)c1=O
26. COc1cc(C(C)=O)ccc1OCCCN1CCC(Cc2ccccc2)CC1
27. O=C(COC(=O)c1cccs1)Nc1nc(-c2ccccc2)cs1
28. CCN(CC)C(=S)Sc1c(-c2ccccc2)c2cc(Cl)ccc2[nH]c1=O
29. CCN(CC)CC#CC(OC)(c1ccccc1)c1ccccc1
30. Cc1ccsc1C1NC(=O)c2c(sc3c2CCCC3)N1 (configuration not stated)
31. COC(=O)c1c(C)nc2ccccc2c1-c1ccccc1
32. Cc1nn(Cc2ccc([N+](=O)[O-])cc2)c(=O)n1N(C)c1ncc(C(F)(F)F)cc1Cl
entry no.	25	26	27	28	29	30	31	32
Shiga inhibitor	-8	-9	22	-25	-5	+	-13	-22
CHX counter	-1	2	1	0	1	28*	-5	-2
HCV inhibitor	0%	?	35%[activator]	0%	13%	0%	?	3%
Pf growth 96h	33%[activator]	?	45%[activator]	/	?	231%[activator]	/	/
Tb PYK inh	-1%	1%	0%	?	1%	-14%	0%	-7%
LmPK inh	1%	-6%	3%	-2%	-6%	-3%	1%	0%
Pf growth 48h	7%	-30%	26%	?	?	250%[activator]	-14%	-10%

33. S=C(Nc1ccccc1)N1CCN(c2ccccn2)CC1
34. CC1Cc2cc(S(=O)(=O)N3CCCCC3C)ccc2N1C(=O)C1CCC1 (configuration not stated)
35. CC(=O)c1cccc(NC(=O)CSc2nc(C3CC3)nc3ccccc23)c1
36. Cn1c(C(=O)O)ccc1S(=O)(=O)N1CCCCCC1
37. Cc1ccc(CNC(=O)CCc2nnc3ccc(N4CCC5(CC4)OCCO5)nn23)cc1
38. COc1cc(OC)cc(C(=O)NNC(=O)c2cc3c(s2)CCCC3)c1
39. Cc1cc2cc(CNC(=O)Nc3ccc(Cl)c(Cl)c3)ccc2n1C
40. O=C(COC(=O)c1cncc(Br)c1)Nc1ccc(F)c(F)c1F
entry no.	33	34	35	36	37	38	39	40
Shiga inhibitor	9	-4	-12	-10	-4	1	3	/
CHX counter	-2	2	1	-1	1	-1	-3	/
HCV inhibitor	3%	?	?	0%	3%	-24%	-26%	?
Pf growth 96h	-8%	10µM*	-20%	-15%	-3%	9%	-3%	39%
Tb PYK inh	4%	2%	-1%	0%	-19%	0%	1%	-2%
LmPK inh	4%	-1%	-2%	4%	1%	-4%	0%	/
Pf growth 48h	13%	?	-7%	2%	-4%	60%[activator]	6%	35%[activator]

41. COc1ccc(C2CC(c3ccccc3)=NN2C(=O)COC(=O)c2ccc(S(C)(=O)=O)cc2)cc1 (configuration not stated)
42. COc1ccc(NC(=O)C(=O)NNC(=O)c2cccs2)c(OC)c1
43. COc1ccc(CC(=O)Oc2ccc(C#N)cc2)cc1
44. Cc1c(N/N=C(\C#N)C(=O)c2ccccc2)c(=O)n(-c2ccccc2)n1C
45. OCc1c(Cl)nc2ccccn12
46. O=C1CC(c2ccc(Cl)cc2)CC(O)=C1C=NCCN1CCNCC1 (configuration not stated)
47. CCOC(=O)C(NC(C)=O)C(=O)Nc1ccc(OC)cc1 (configuration not stated)
48. COCCN(C(=O)Cc1cccs1)C(C(=O)NC1CCCC1)c1ccc(OC)c(OC)c1 (configuration not stated)
entry no.	41	42	43	44	45	46	47	48
Shiga inhibitor	/	8	-8	-3	-6	-5	-4	1
CHX counter	/	-3	-2	-1	-1	-3	-2	3
HCV inhibitor	5%	-4%	9%	10µM*	16%	/	-2%	14%
Pf growth 96h	20%	91%[activator]	?	?	17%	1%	39%[activator]	19%
Tb PYK inh	-2%	1%	-3%	-3%	7%	/	4%	2%
LmPK inh	/	-3%	-1%	4%	-11%	2%	-1%	9%
Pf growth 48h	?	13%	0%	1.7µM*	4%	/	6%	-28%

49. CCOc1ccc(NS(=O)(=O)c2ccc(-c3cnc(C4CC4)o3)cc2)cc1
50. COc1ccc(OCCNc2cc(N3CCCCC3)ccc2[N+](=O)[O-])cc1
51. NNC(=O)CCn1nnc2ccccc21
52. C[C@@H]1C(=O)NC2=Nc3cccc(Cl)c3CN21
53. Cc1ccsc1/C=N/NC(=O)c1ccc(-n2cccc2)cc1
54. Cc1nn(-c2ccccc2)c2sc(C(=O)N(Cc3ccco3)C(C)C(=O)NC(C)(C)C)cc12 (configuration not stated)
55. Cc1ccc(-c2nn(-c3ccccc3)cc2/C=C(\C#N)C(=O)NCc2ccccc2)cc1
56. Cc1noc(C)c1COc1ccc(C(=O)NNC(=O)c2ccccc2)cc1
entry no.	49	50	51	52	53	54	55	56
Shiga inhibitor	19	20	-5	/	66*	-10	9	/
CHX counter	-2	0	-2	/	33*	-2	-1	/
HCV inhibitor	?	?	1%	/	-18%	5%	8%	?
Pf growth 96h	?	?	57%[activator]	10%	-47%	?	44%[activator]	-5%
Tb PYK inh	6%	2%	-8%	3%	-3%	-5%	-6%	4%
LmPK inh	0%	3%	-3%	/	-2%	3%	-1%	/
Pf growth 48h	-5%	?	20%	8%	?	12µM*	14%	-22%

One compound at a time, as listed above. Values in the order: Shiga inhibitor	CHX counter	HCV inhibitor	Pf growth 96h	Tb PYK inh	LmPK inh	Pf growth 48h
Cc1noc(C)c1COc1ccc(C(=O)NNC(=O)c2ccccc2)cc1 is listed with /	/	?	-5%	4%	/	-22%
COc1ccc(OCCNc2cc(N3CCCCC3)ccc2[N+](=O)[O-])cc1 is listed with 20	0	?	?	2%	3%	?

Additional compounds:
57. Cc1ccc(NS(=O)(=O)c2ccc(C(=O)N3CC(C)CC(C)C3)cc2)cc1 (configuration not stated)
58. O=C(NCCC1=CCCCC1)C1CCCN(c2nc3ccccc3o2)C1 (configuration not stated)
59. CSc1ccccc1C(=O)NCc1ccccc1C
60. CC(CN1CCOCC1)OC(=O)c1ccccc1Cl (configuration not stated)
61. CC(=O)Nc1ccc(C2NC(=O)CCC2[N+](=O)[O-])cc1 (configuration not stated)
62. O=c1[nH]c(C2CCN(S(=O)(=O)c3ccc4c(c3)OCCO4)CC2)nc2c1nnn2Cc1ccccc1
63. O=C(Nc1cccnc1Cl)c1cccs1
64. COc1ccc(CNC(=O)C(=O)NCC2OCCN2C(=O)c2ccc(OC)cc2)cc1 (configuration not stated)
entry no.	57	58	59	60	61	62	63	64
Shiga inhibitor	/	-4	-4	9	-5	-2	30	-30
CHX counter	/	1	0	10*	-2	-8	-1	-1
HCV inhibitor	-19%	-1%	-9%	22%	12%	15%	12%	/
Pf growth 96h	0%	4%	5%	?	24%	8%	1%	-6%
Tb PYK inh	0%	1%	0%	0%	1%	3%	-1%	5%
LmPK inh	/	5%	0%	-2%	1%	3%	-3%	-14%
Pf growth 48h	-65%	2%	-9%	8%	9%	?	24%	-16%

Limited to Pf growth 96h, Pf growth 48h and LmPK inh, for 5 of the compounds above:
# | SMILES | Pf growth 96h | Pf growth 48h | LmPK inh
57 | Cc1ccc(NS(=O)(=O)c2ccc(C(=O)N3CC(C)CC(C)C3)cc2)cc1 (configuration not stated) | 0% | -65% | /
58 | O=C(NCCC1=CCCCC1)C1CCCN(c2nc3ccccc3o2)C1 (configuration not stated) | 4% | 2% | 5%
59 | CSc1ccccc1C(=O)NCc1ccccc1C | 5% | -9% | 0%
60 | CC(CN1CCOCC1)OC(=O)c1ccccc1Cl (configuration not stated) | ? | 8% | -2%
61 | CC(=O)Nc1ccc(C2NC(=O)CCC2[N+](=O)[O-])cc1 (configuration not stated) | 24% | 9% | 1%
